XIAP displacement: XIAP antagonists, biochemical, IAP family, fluorescence polarization (AID 1018). XIAP BIR domain, fluorescence polarization peptide displacement; higher % means a stronger effect. displacement, % at 20 µM, or IC50 in µM where a hit was titrated. hit rate 0.007% among 200,000; in the data active means displacement above about 50%; further: a part of the inactive calls stands beside numbers as strong as those of hits
bCat nuc transl: beta-catenin nuclear translocation modulation; AID 1665; hit rate 0.3% among 190,000; HeLa beta-catenin nuclear translocation, immunofluorescence imaging; nuclear translocation activity, % at 5 µM;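 active means nuclear translocation activity above 50% at 5 µM, with a well cell count of 50 or more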;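 further: per-cell ratio of nuclear to cytoplasmic median beta-catenin stain intensity; plate controls were DMSO negative control for no effect and GSK-3 inhibitor IX positive control for full effect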
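System: HeLa cells, endogenous beta-catenin; compound dosing: 5 µM primary single dose, 0.1% DMSO, 0.02–20 µM confirmation series; incubation: 24 h compound exposure at 37°C, 5% CO2; signal: beta-catenin immunofluorescence imaging with DAPI; evaluation: % activation, nuclear-to-cytoplasmic median beta-catenin signal ratio per cell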
CSM14.1 death rescue: protection against thapsigargin-triggered cell killing – 384-well, CSM14.1, ATP luminescence, primary screen (AID 1222). CSM14.1 thapsigargin-induced death rescue, ATP luminescence; higher % means a stronger effect. cellular ATP content (survival), % at 20 µM, or EC50 in µM where a hit was titrated. 190,000 tested, under 10 active;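 active means EC50 below 50 µM in the dose-response confirmation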;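 further: death triggered by thapsigargin at about 15 µM added after 2 h compound pretreatment; cell ATP read after overnight thapsigargin exposure of roughly 18 to 22 hours; normalized against plate controls of thapsigargin alone and 5% DMSO vehicle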
Insulin prom up: MIN6 insulin promoter up-regulation | MIN6 insulin promoter-GFP reporter, high-content imaging; active compounds read high | z-score at 5 µM | hit rate 0.3% among 190,000 | AID 1625;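 active means z-score above 3 at 5 µM with at least 500 cells counted in the well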
Autophagy HCS: alters autophagy in cells. MEF GFP-LC3 puncta imaging; test concentration mostly 10 µM. calls only at 10 µM (by protocol). hit rate 0.98% among 190,000. AID 463193;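 active means percentage of spot-positive cells more than 3 SD above its plate mean, without a fluorescence outlier flag or 80% toxicity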;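 further: spot-positive cell cutoff set from DMSO-treated cells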
Dynein transport: dynein cargo transport inhibition | z-score, hits read low | 3617.4 mouse cells, GR-EGFP nuclear translocation imaging; test concentration mostly 20 µM; stimulated with dexamethasone, 1 µM; active compounds read low | AID 1381 | hit rate 0.47% among 220,000;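 active means plate z-score of nuclear minus cytoplasmic receptor signal below a set negative limit, without overly bright fluorescence or cell loss, cut at about -3.5 in these data, passing the limit was not always enough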;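 further: z-score of nuclear minus cytoplasmic ring GR-EGFP intensity difference per well; some compounds called inactive have numbers as strong as hits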
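medium = tetracycline-free induction medium containing charcoal-stripped FBS | probe or stimulus = dexamethasone, 1.0 µM final | timing = 48 h induction, then 1 h compound, then 30 min agonist, 37 °C | detection = automated 10x imaging of fixed Hoechst-stained cells | read-out basis = nuclear versus cytoplasmic GR-EGFP signal, averaged per well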
MT stabilize HCS: microtubule stabilizers in HeLa cells | HeLa tubulin immunostaining HCS, 24 h; share of cells brighter than vehicle mean+2SD | % tubulin-high responders, % at 10 µM | hit rate 0.83% among 200,000 | AID 2205;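 active means plate Z-score above 3 for both tubulin-high and condensed-nucleus cell shares, with cell loss under 80%, at 10 µM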;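 further: anti alpha tubulin signal scored within the nucleus-defined area of each cell; some results filed as inactive read as strong as hits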
WT yeast gro inh: growth inhibition of WT yeast, mitochondrial fusion screen; mitochondrial fusion phenotypic screen, WT strain; inhibition, % at 10 µM; hit rate 2.1% among 190,000; AID 1362; in the data active means inhibition above about 58%; tested in S. cerevisiae
Lipid droplet: modulators of hepatic lipid droplet formation | AML12 mouse hepatocytes, oleate lipid droplets, BODIPY imaging | inhibition, % at 6.5 µM | hit rate 0.4% among 240,000 | AID 1656;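 active means lipid droplet intensity inhibited by at least 50%, with more than 500 cells counted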
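Assay system: AML12 mouse liver cells | Compound dosing: One dose, 6.5 µM compound | Read-out basis: Droplet intensity reduction, % inhibition | Measured by: Fluorescence imaging, 20x objective, two fields per well | Schedule: Overnight treatment with compound plus oleate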
WT yeast gro inh mutant strain: also measured in WT yeast gro inh; calls as there; inhibition, %; mitochondrial fusion phenotypic screen, mutant strain inhibition
Dynein transport cytoplasmic EGFP: recorded beside Dynein transport, whose call it bears; z-score; measured here: cytoplasmic GR-EGFP intensity; active compounds read high
Dynein transport nuclear GR-EGFP: further read-out of Dynein transport, marked with its call; z-score; measured here: nuclear GR-EGFP intensity;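 lower value marks the stronger effect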
Dynein transport cell count: further read-out of Dynein transport, marked with its call; z-score; measured here: cell count per field
Insulin prom up cell count: also measured in Insulin prom up; calls as there; cell count; measured here: cytotoxicity, nuclei count;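 total cells summed across four imaged fields per well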
Lipid droplet cells 6.5 µM: second read-out of Lipid droplet, no call of its own (marks repeat the call); cell count; measured here: cell count, cytotoxicity flag;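 cells counted across two imaged fields per well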
bCat nuc transl cell count 5 µM: also measured in bCat nuc transl; calls as there; cell count; measured here: cell count, cytotoxicity flag
MT stabilize HCS Hoechst-high %: further read-out of MT stabilize HCS, marked with its call; % Hoechst-high responders; measured here: nuclear condensation Hoechst responders;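 share of cells brighter than vehicle mean plus two SD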
MT stabilize HCS cytotoxicity %: second read-out of MT stabilize HCS, no call of its own (marks repeat the call); toxicity, %; measured here: cytotoxicity by cell density;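 0% = mean cell density of plate MIN control wells and 100% = no cells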
Autophagy HCS cell loss 18 h: further read-out of Autophagy HCS, marked with its call; toxicity, %; measured here: cell loss, nuclei count;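 cell loss after 18 h compound exposure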
* hit, by the source's call; i = inactive; . = no result given; + = active, no number.

SMILES	XIAP displacement	bCat nuc transl	bCat nuc transl cell count 5 µM	CSM14.1 death rescue	Insulin prom up	Insulin prom up cell count	Autophagy HCS	Autophagy HCS cell loss 18 h	Dynein transport	Dynein transport cytoplasmic EGFP	Dynein transport nuclear GR-EGFP	Dynein transport cell count	MT stabilize HCS	MT stabilize HCS Hoechst-high %	MT stabilize HCS cytotoxicity %	WT yeast gro inh	WT yeast gro inh mutant strain	Lipid droplet	Lipid droplet cells 6.5 µM
O=C(CCc1ccccc1)Nc1cc(C(F)(F)F)ccc1Cl	-0.4%	1.9	1349	0.3%	-0.35	1594	i	-20	-0.33	0.39	0.24	-0.51	2.3	1.4	3.9	16	-7	.	.
O=C(COC(=O)c1ccc(S(=O)(=O)N2CCOCC2)cc1)NC1CCCCCCC1	-5.2%	-2.2	1055	-1.7%	1.3	1379	i	-4	-1.3	-0.34	-0.66	1.3	6.0	1.2	17	3	3	6	645
O=S(=O)(c1ccccc1)N1CCCC1c1cccs1 (stereo not drawn)	.	0.2	1146	.	-0.28	1452	.	.	0.17	-0.28	-0.14	0.21	.	.	.	.	.	-10	718
COc1cc(SC)ccc1C(=O)N1CCN(Cc2ccccc2)CC1	-8.0%	-2.0	1053	2.0%	.	.	i	3	-0.95	-0.19	-0.27	0.52	2.1	1.1	7.3	0	2	-34	693
Cc1ccc2c(c1)c1c(n2CC(O)Cn2c(C)nc3ccccc32)/C(=N\O)CCC1 (stereo not drawn)	-6.6%	1.4	1052	-2.5%	0.15	1723	i	2	0.57	-0.14	0.58	-1.7	1.1	0.6	4.7	-13	3	-7	680
O=C(NC(=O)c1cc(OCC(F)(F)F)ccc1OCC(F)(F)F)Nc1ccccc1	.	-2.9	1180	.	-0.45	1395	.	.	-0.78	-0.27	-0.42	0.74	.	.	.	.	.	-4	703
Cc1cc(C)c2cc(C(=O)Nc3ccc4c(c3)OCO4)[nH]c2c1	.	-1.1	1387	.	-0.01	1055	.	.	-0.21	-0.21	0.21	0.61	.	.	.	.	.	4	685
COc1ccc(-n2nc(C(=O)N3CCCCC3)c(C)c(C#N)c2=O)cc1	-0.9%	-0.3	1089	-0.3%	1.1	1266	i	2	-0.017	-0.3	-0.18	0.26	8.1	2.1	5.7	-16	19	-3	669
O=[N+]([O-])C1=CC=C2C(=NC3(CCCCC3)N2O)C1=NCCO	1.9%	-0.6	1416	3.7%	-1	1626	i	-10	0.55	-0.21	0.62	-0.24	2.1	1.6	7.9	7	17	.	.
COc1ccccc1CNC(=O)C1COc2ccccc2O1 (stereo not drawn)	-2.1%	-0.6	1039	-0.8%	0.91	1908	i	4	0.034	-0.4	-0.13	0.23	2.1	2.6	4.2	7	7	-5	574
COCCSc1ccccc1C(=O)NCc1cccnc1	-7.1%	-1.6	996	1.4%	2	1308	i	15	-0.29	-0.3	0.061	0.058	1.0	1.4	1.6	-9	-10	15	752
O=C(CSc1n[nH]c(-c2ccccc2)n1)NCc1cccc(C(=O)O)c1	-4.1%	1.8	1021	-1.7%	-0.02	1511	i	-11	-0.31	-0.3	-0.092	0.78	2.2	1.4	5.0	-5	1	5	719
Cc1cccc(C)c1NC(=O)CS(=O)CC(=O)NC1CCCc2ccccc21 (stereo not drawn)	2.0%	-1.1	1197	-2.9%	0.5	1232	i	-6	0.57	-0.16	0.58	-0.19	4.3	1.6	4.2	-10	8	2	718
CS/C(=C\[N+](=O)[O-])Nc1ccc(Cl)cc1	-0.7%	-3.1	1198	-2.9%	-0.18	935	i	-1	-0.27	-0.23	0.16	0.92	2.2	2.1	6.6	-25	13	12	782
O=C(OCC(=O)N1CCc2ccccc21)c1cccnc1Cl	-1.3%	-2.6	1394	-2.5%	-0.13	1656	i	4	-0.06	-0.25	-0.89	1	2.5	2.0	2.0	11	7	.	.
O=C1CCC/C(=N/NC(=O)c2cc(NS(=O)(=O)c3cccs3)cc(NS(=O)(=O)c3cccs3)c2)C1	.	-1.2	1322	.	-0.08	905	.	.	0.18	-0.24	0.62	-0.033	.	.	.	.	.	0	741
Cc1cccc(NC(=O)NNC(=O)c2nn(C)cc2Br)c1	2.3%	-0.9	969	-5.3%	1.2	1431	i	40	-0.086	-0.12	0.13	-0.35	2.5	2.7	7.6	15	17	13	679
Cn1c(CNC(=O)c2ccccc2F)nnc1SCC(=O)N1CCN(c2ccccc2)CC1	-3.2%	-3.0	1085	-0.1%	1.7	1611	i	31	0.48	-0.26	0.34	-0.13	1.7	2.1	2.3	1	2	24	596
Cc1ccc(Nc2nc(C(=O)N3CCC(C(=O)NCCN4CCOCC4)CC3)cs2)cc1	-7.4%	-1.9	1166	-1.7%	-0.22	1800	i	7	-1.2	-0.12	-0.67	-0.14	3.5	2.6	8.5	5	-7	-3	657
OCCC1CN(CCCn2cccn2)CCN1Cc1ccccc1 (stereo not drawn)	-5.7%	1.8	920	-0.8%	0.01	1435	i	29	2.7	-0.055	2.6	-2	2.9	0.9	5.8	28	8	-2	732
O=C(CC1C(=O)NCCN1C(=O)Nc1ccc(Cl)cc1)Nc1ccc(F)cc1 (stereo not drawn)	-4.5%	1.4	1079	-1.2%	-0.93	1527	+	5.3*	-0.09	-0.14	0.17	0.37	1.7	1.4	1.6	4	-22	-10	612
c1ccc(-c2ccc(CN3C[C@@H]4C(c5ccccc5)C5(c6cccnc6)CC4(C5)[C@H]3c3ccccc3)cc2)cc1 (stereo partly drawn)	.	0.1	1345	.	-0.67	896	.	.	-0.57	-0.81	-0.32	0.32	.	.	.	.	.	-4	728
CCCn1c2c(c(O)c(C(=O)Nc3nc(C)cs3)c1=O)CCCC2	1.4%	0.0	1232	-1.3%	0.13	1111	i	6	-0.48	-0.13	-0.24	1.3	2.8	4.1	6.5	-14	-15	.	.
CN(CC(=O)NC1CCCc2ccccc21)S(=O)(=O)c1cccs1 (stereo not drawn)	-2.1%	-1.4	944	2.1%	.	.	i	-8	-0.36	-0.33	-0.4	0.56	3.2	1.2	7.2	-9	-9	-23	603
Cc1nnc(SCC(=O)Nc2ccc3c(c2)OCCO3)s1	-8.9%	-0.5	1138	1.2%	0.45	1175	i	-1	0.12	-0.29	0.28	0.72	1.7	1.4	0.1	-7	6	9	751
CCOC(=O)c1nnsc1N	.	-0.5	1266	.	-0.1	1143	.	.	0.27	-0.26	-0.13	0.41	.	.	.	.	.	2	765
COc1ccc(-c2noc(C3CCCN(C(=O)c4ccccc4)C3)n2)cc1 (stereo not drawn)	.	-0.8	1345	.	-0.38	1042	.	.	0.54	-0.077	0.95	-0.99	.	.	.	.	.	11	646
CN(CC(=O)Nc1ccc(F)c(F)c1F)c1ncnc2sccc12	-4.2%	0.3	1087	-5.3%	2.1	1167	i	-6	0.14	-0.33	-0.43	-0.74	4.3	2.7	5.9	-5	-3	-6	640
Cc1ccc(-c2nc3cc(NC(=O)C(C)C)ccc3o2)cc1C	-11%	-0.4	481	-2.4%	.	.	i	-5	3.4	-0.2	1.5	0.2	2.0	0.8	1.5	0	-12	3	731
CCCCOC(=O)c1ccc(NC(=S)NC(=O)c2c(Cl)cnn2CC)cc1	-19%	1.9	1328	-0.9%	-0.14	1459	i	8	0.2	-0.24	0.62	0.51	2.9	1.9	3.4	19	25	.	.
O=C(Nc1ccccc1)OCCNC(=O)c1cccc(Cl)c1	-5.0%	.	.	0.2%	-0.18	932	i	6	-0.91	-0.24	-0.61	0.38	2.8	2.6	8.0	-8	-7	9	822
O=C(NCc1cccs1)c1nc(-c2cccs2)no1	-6.1%	-5.3	1099	-1.0%	1.1	1620	i	-29	-1.2	-0.087	-0.54	0.97	2.6	1.5	1.9	23	21	19	673
CCC(C)C(=O)Nc1nc2c(s1)C(=O)CC(C)(C)C2 (stereo not drawn)	-2.1%	-0.8	1180	.	0.37	1542	.	.	1.8	0.12	1.4	-1.4	2.6	2.0	6.7	17	4	-5	619
CCc1ccc(NC(=O)CN(c2cccc(C)c2)S(C)(=O)=O)cc1	-1.5%	.	.	-0.1%	.	.	i	-2	0.2	-0.3	-0.14	0.73	1.5	1.2	6.0	-40	-18	2	714
CCOC(=O)NC(O)C(=O)c1cccs1 (stereo not drawn)	-4.6%	-1.3	1367	-1.7%	0.47	1572	i	5	1.6	0.18	1.9	-1.5	2.2	3.7	8.3	-9	-2	.	.
CCS(=O)(=O)N1Cc2ccccc2CC1C(=O)OCC(=O)Nc1ccc(SC(F)F)cc1 (stereo not drawn)	-8.1%	.	.	-0.8%	0.06	893	i	5	0.62	-0.3	0.33	-0.31	1.8	2.3	8.9	19	-8	11	747
Cc1ccccc1CN(c1ccc(C(=O)NCCC2=CCCCC2)cc1)S(C)(=O)=O	-3.3%	-0.2	1396	-2.0%	-0.27	1518	i	7	-0.27	-0.17	0.7	-0.34	2.4	1.7	6.3	9	-2	.	.

Bioassay records as filed in PubChem.
